Assay outcomes deposited in PubChem by several laboratories.
E coli growth – reduces bacterial viability in AddAB counter-screen. E. coli V3065 growth, OD600 absorbance, 18 h. inhibition, % at 11.9 µM. 330,000 tested, 0.27% active;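 active = inhibition above the campaign's mean inhibition across all tested compounds plus 3 SD, cut at about 9.9% in these data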;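 note: uninfected addAB+ strain grown without phage in ampicillin broth; 0% = DMSO wells and 100% = ciprofloxacin 0.95 µg/ml wells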
MOR-DOR inv ag – inverse agonist of human OPRM1-OPRD1 heterodimerization | P35372+P41143 | cell-based MOR-DOR heterodimer luminescence, inverse agonism | inhibition, % at 9.3 µM | 340,000 tested, 0.21% active | AID 504357; in the data active = inhibition above about 22%, passing the limit was not always enough;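 note: 0% = cells with DMSO and 100% = wells without cells with DMSO; values of inactives mirror those of a sister screen read the other way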
Target sequence (P35372 whole entry, looked up): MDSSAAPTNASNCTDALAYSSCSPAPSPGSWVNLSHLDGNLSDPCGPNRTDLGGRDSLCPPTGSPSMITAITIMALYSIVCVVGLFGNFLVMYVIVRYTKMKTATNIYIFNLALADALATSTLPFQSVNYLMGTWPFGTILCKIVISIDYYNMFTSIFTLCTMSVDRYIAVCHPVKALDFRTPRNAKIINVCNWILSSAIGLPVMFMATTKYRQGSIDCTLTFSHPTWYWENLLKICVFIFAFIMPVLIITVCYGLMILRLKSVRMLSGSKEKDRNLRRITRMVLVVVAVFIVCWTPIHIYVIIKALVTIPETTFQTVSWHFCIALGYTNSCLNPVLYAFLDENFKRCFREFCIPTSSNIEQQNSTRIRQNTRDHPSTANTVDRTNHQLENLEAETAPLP
Target sequence (P41143 whole entry, looked up): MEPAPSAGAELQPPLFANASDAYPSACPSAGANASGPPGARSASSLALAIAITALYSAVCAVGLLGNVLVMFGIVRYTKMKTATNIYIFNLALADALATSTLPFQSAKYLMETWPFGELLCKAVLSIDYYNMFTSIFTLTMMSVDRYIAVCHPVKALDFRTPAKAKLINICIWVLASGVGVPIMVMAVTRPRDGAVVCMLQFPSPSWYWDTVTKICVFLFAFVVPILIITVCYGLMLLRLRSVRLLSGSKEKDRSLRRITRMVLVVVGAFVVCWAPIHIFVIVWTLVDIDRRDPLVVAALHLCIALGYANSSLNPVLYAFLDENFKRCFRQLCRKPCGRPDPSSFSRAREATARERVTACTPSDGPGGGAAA
AddAB inh – less growth of phage-infected E. coli with AddAB. E. coli expressing H. pylori AddAB, absorbance growth. inhibition, % at 11.9 µM. 330,000 tested, 0.29% active. AID 435030; in the data active = inhibition above about 12%;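 note: 0% = vehicle wells of infected cells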
MOR-DOR ag – OPRM1-OPRD1 heterodimerization agonism | 340,000 tested, 0.3% active | cells, luminescence | activation, % at 9.3 µM | P35372+P41143; in the data active = activation above about 18%;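 note: 0% = vehicle-treated cells and 100% = reference agonist; values of inactives mirror those of a sister screen read the other way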
PfHsp90 yeast 2 – inhibits growth of yeast expressing Plasmodium falciparum Hsp90; S. cerevisiae expressing PfHsp90, BacTiter-Glo ATP, 48 h; yeast lacking PDR1 and PDR3 efflux regulators; inhibition, % at 9.4 µM; 310,000 tested, 0.32% active;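 active = every replicate shows inhibition above about 80%, whatever the replicate mean, limit read from the data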;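 note: 0% = DMSO neutral controls and 100% = 20 µM radicicol positive controls; yeast relying on Plasmodium falciparum Hsp90 in place of its own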
Arrestin-AP2 inh – inhibitors of human beta-arrestin and AP2 interaction; FITC-arrestin peptide / GST-AP2 beads, flow cytometry; AP2 beta2 appendage carries R879A mutation; inhibition, % at 10 µM; 340,000 tested, 0.31% active;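 active = inhibition above a set limit, near 3 SD of compounds lacking own fluorescence, cut at about 54% in these data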;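 note: plate controls were DMSO wells for no effect and 5 µM unlabelled arrestin peptide for full effect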
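Assay system: GST-AP2 R879A bound to glutathione beads, E. coli-expressed; Medium: PBS with 0.05% Tween 20 and 0.1% BSA; Also added: fluorescein-tagged arrestin peptide at 50 nM final; Timing: 12 min plus 1 h, RT; Measured by: flow cytometry, FL1 (488/535 nm); Evaluation: percent drop in bead-associated FITC signal.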
Mot1-301 SUMO – SUMOylation pathway inhibition by Mot1-301 growth rescue. growth rescue, % at 18.8 µM. S. cerevisiae Mot1-301 growth rescue, ATP luminescence, 38.5C; percent above DMSO median, 100 means doubled. 320,000 tested, 1% active;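 active = every valid replicate shows activation above 250% relative to neutral control wells; inactive = the rest, any valid replicate at or below 250%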;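 note: OY570 slx delta 5 strain wells were the positive control but not used for scaling; some compounds called inactive have numbers as strong as hits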
Pemphigus Ab inh – human desmoglein-3 autoantibody binding inhibition. DSG3-coupled beads, scFv-anti-DSG3-GFP binding, flow cytometry; stronger effect = lower value. P32926. 310,000 tested, 0.48% active. AID 588358. binding (percent of control), % at 10 µM;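 active = binding more than 3 SD below its plate's average and above zero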;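 note: hits lower antibody fragment binding to DSG3; some compounds called inactive have numbers as strong as hits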
Tat export inh – blocks Tat-dependent protein export in E. coli. 340,000 tested, 0.036% active. inhibition, % at 10 µM. E. coli MC4100 TorA-mCherry Tat export, fluorescence;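 active = mean replicate inhibition at least 50% and at least half of replicates individually reaching 50%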;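 note: exported cargo escapes ClpAP degradation while cytoplasmic cargo is degraded and loses fluorescence; 0% = median of neutral control wells and 100% = median of NaSCN control wells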
phage Ecoli inh – E. coli growth loss with phage present | growth absorbance | inhibition, % at 11.9 µM | 360,000 tested, 0.26% active; in the data active = inhibition above about 11%
PKA-R1A act – activates the PKA-R1A holoenzyme complex | PKA-R1A dissociation, Cy5-IP20 fluorescence polarization; scaled: DMSO 0%, 113 µM cGMP 100% | 340,000 tested, 0.083% active | AID 504707 | P00514+P68181 | activation, % at 11.4 µM;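 active = percent activation above the mean of all tested compounds plus 3 SD, cut at about 19% in these data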;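 note: higher means more PKAc released from R1A so a rise in polarization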
* = called active by the depositor; i = inactive; · = no result given. Rows were taken by chance (roughly 2.8% active in at least one column).

SMILES	E coli growth	MOR-DOR inv ag	AddAB inh	MOR-DOR ag	PfHsp90 yeast 2	Arrestin-AP2 inh	Mot1-301 SUMO	Pemphigus Ab inh	Tat export inh	phage Ecoli inh	PKA-R1A act
O=C(O)C1CCCCC1C(=O)Nc1ccc2c(c1)OCO2 (stereo not drawn)	0.6	5.7	5.6	-1.1	-26.4	0.2	-0.2	107.9	-3.3	-0.1	2.4
N/C(=N\OC(=O)c1ccc(Cl)cc1)c1ccn[nH]1	0.4	-7.8	0.1	1.5	-3.2	25.0	-13.6	101.4	-3.2	2.3	-9.8
CCOC(=O)c1sc(Nc2nc(C)cc(C)n2)nc1C	2.1	-7.0	0.1	1.4	-1.1	9.6	6.1	·	7.2	2.9	-1.9
O=C(Cn1c(=O)oc2cc(S(=O)(=O)N3CCCCCC3)ccc21)NC1CCCCCCC1	-1.1	5.5	-2.5	-0.9	-3.5	8.4	157.1	99.3	-15.4	1.8	3.3
COc1cccc(NC(=O)CN(C)C(=O)c2cc3c(s2)CCCCC3)c1	-0.3	2.3	-2.0	-0.6	1.0	15.9	158.6	·	7.3	3.1	3.5
CC(=O)c1ccc(N2CCN(CC(O)c3ccccc3)CC2)cc1 (stereo not drawn)	-0.9	-2.5	-0.3	0.3	-5.0	16.5	11.0	117.2	-8.2	4.1	5.8
COc1ccc(NC(=O)CCS(=O)(=O)c2ccccc2Cl)cc1S(=O)(=O)Nc1ccc(Cl)cc1	-1.0	13.0	-0.1	-2.6	23.7	-0.3	163.2	106.7	3.1	1.9	-6.4
CC(C)CN(C(=O)c1cccc(Cl)c1)c1c(N)n(Cc2ccccc2)c(=O)[nH]c1=O	0.0	5.1	-0.2	-1.2	-34.5	24.2	3.7	·	-2.8	1.4	-10.8
CCOc1ccc(NC(=O)CN(C)C(=O)c2cc(S(=O)(=O)N(C)C)ccc2N2CCCC2)cc1OCC	4.6	11.2	1.8	-2.0	-12.1	-11.2	6.7	120.8	-4.6	-0.3	1.0
COc1ccc(CNCC(O)(c2ccccc2)c2ccc(F)cc2)cc1 (stereo not drawn)	0.4	-35.9	-0.1	8.0	-8.7	15.0	-14.1	105.7	-7.5	-2.1	-6.1
CCCCCN(C(=O)CCC(=O)OCC(=O)c1ccc(F)c(F)c1)c1c(N)n(CCCC)c(=O)[nH]c1=O	0.6	20.2	5.2	-3.9	·	-4.0	-5.1	97.1	4.1	2.5	-10.7
Cc1cccc(CSc2nnc(C)c(=O)n2N)c1	-0.9	19.0	-0.2	-3.6	5.0	1.8	-4.8	97.1	-0.6	2.5	-5.3
Cc1ccc(NC(=S)NC(NC(=O)c2ccccc2)C(Cl)(Cl)Cl)c(C)c1 (stereo not drawn)	1.6	-13.4	2.6	2.5	-17.4	-3.0	-14.3	118.7	-7.1	5.9	1.6
Cc1nn(CC(=O)Nc2cccc(C(F)(F)F)c2)c(=O)c2cccn12	-2.1	15.6	1.5	-3.0	8.7	-5.4	-9.8	93.9	1.3	1.0	-7.7
CCN1CCN(S(=O)(=O)c2ccc(Cl)c(C(=O)N(C)Cc3ccco3)c2)CC1	·	-2.8	·	0.4	·	4.9	·	100.4	5.1	2.3	0.9
O=C(NCCCN1CCOCC1)c1ccc(Cl)c([N+](=O)[O-])c1	0.0	·	0.3	·	·	21.8	-4.3	96.8	·	0.8	·
O=C(NCC(=O)N1CCOCC1)c1ccc(Br)o1	0.9	2.5	3.1	-0.4	·	8.9	-1.7	93.0	-6.1	2.7	-2.2
Nc1ccc(N2CCN(CCCCN3C(=O)C4CCCN4C3=O)CC2)cc1 (stereo not drawn)	-1.8	-5.6	0.2	0.9	7.7	34.2	160.1	83.6	-0.8	3.1	-14.5
C/C(=N\NC(=O)Cc1cccn1C)c1ccco1	0.8	16.4	3.8	-3.2	0.9	3.3	-2.0	101.7	-4.9	3.1	-7.8
CCOC(=O)Cc1csc(NC(=O)/C=C/c2ccco2)n1	2.6	6.9	0.5	-1.3	10.1	-12.7	-7.5	102.3	-0.2	3.6	0.5
Cc1c(C(=O)OCC(=O)N2CC(C)CC(C)C2)oc2ccccc12 (stereo not drawn)	-0.4	-6.5	-0.2	1.0	·	1.1	-9.5	93.4	-6.7	-1.9	-3.4
Cc1ccc(-c2nc(C=Nc3ccccc3)c(O)o2)cc1	-0.2	-4.7	-0.5	0.9	-33.4	-2.1	·	106.0	-12.8	2.0	-3.3
CCN(CC)C(=O)C1CCN(Cc2ccc(OCc3ccccc3)cc2)CC1	0.3	14.2	5.0	-2.8	5.4	-18.7	8.7	109.7	-6.0	2.0	-2.2
Cc1ccc(SC(C)c2nc(-c3ccncc3)no2)cc1 (stereo not drawn)	0.7	-27.3	-2.2	4.7	17.5	1.7	3.3	108.7	-1.5	-0.1	7.0
O=C(/C=C/c1ccc(F)cc1)Nc1ccc(S(=O)(=O)N2CCOCC2)cc1	4.1	6.5	2.8	-1.2	7.7	54.0*	3.4	78.4	-2.3	0.7	-17.8

The final four entries of the section before are carried over, then new ones follow.
SMILES	E coli growth	MOR-DOR inv ag	AddAB inh	MOR-DOR ag	PfHsp90 yeast 2	Arrestin-AP2 inh	Mot1-301 SUMO	Pemphigus Ab inh	Tat export inh	phage Ecoli inh	PKA-R1A act
Cc1ccc(-c2nc(C=Nc3ccccc3)c(O)o2)cc1	-0.2	-4.7	-0.5	0.9	-33.4	-2.1	·	106.0	-12.8	2.0	-3.3
CCN(CC)C(=O)C1CCN(Cc2ccc(OCc3ccccc3)cc2)CC1	0.3	14.2	5.0	-2.8	5.4	-18.7	8.7	109.7	-6.0	2.0	-2.2
Cc1ccc(SC(C)c2nc(-c3ccncc3)no2)cc1 (stereo not drawn)	0.7	-27.3	-2.2	4.7	17.5	1.7	3.3	108.7	-1.5	-0.1	7.0
O=C(/C=C/c1ccc(F)cc1)Nc1ccc(S(=O)(=O)N2CCOCC2)cc1	4.1	6.5	2.8	-1.2	7.7	54.0*	3.4	78.4	-2.3	0.7	-17.8
CN(C(=O)CC1C(=O)NCCN1Cc1ccccc1F)C1CCOCC1 (stereo not drawn)	-1.5	8.3	5.1	-2.5	-0.7	9.4	81.7	108.9	-6.8	2.6	-0.4
COc1ccc(OC)c(NC(=O)COC(=O)[C@H](Cc2ccccc2)NC(=O)c2ccco2)c1	-1.7	9.8	1.7	-2.5	-16.4	-7.1	6.5	103.8	-2.9	3.0	-0.7
NC(=O)c1nsc(C(=O)N(c2cccc(O)c2)C(C(=O)NC2CCCC2)c2ccc(Cl)cc2)c1N (stereo not drawn)	-2.8	14.6	0.0	-2.3	-12.4	0.2	1.8	·	5.7	0.6	2.2
COC(=O)C1C(O)=C(C=NC2CCCCC2)C(=O)CC1(C)C (stereo not drawn)	1.0	19.6	1.3	-4.6	2.7	-4.0	i	·	5.2	-0.3	3.1
CCCCCC(CC(=O)NO)C(=O)NC(C(=O)N1CCCC1CO)C(C)C (stereo not drawn)	22.4*	3.8	21.8*	-0.7	4.5	22.1	-4.9	·	30.5	24.9*	2.4
CCN=C1NN=C(c2cc(C)n(CCc3ccccc3)c2C)CS1	·	-7.6	·	1.6	-17.0	1.1	·	86.2	-7.3	0.3	-2.3
Cc1ccc(-c2ccc(C)c(N)c2C)c(C)c1N	-0.1	14.7	1.5	-3.2	-13.3	2.7	-7.5	104.3	-11.0	3.8	-16.5
COCCN1C(=O)N[C@@H](c2cccc(C(F)(F)F)c2)[C@H](C(C)=O)[C@H]1C	-0.4	16.9	0.0	-2.9	-11.1	-6.9	-8.9	104.5	2.8	1.6	-4.7
CCN(CC)C(=O)c1ccc(-c2nnc(Nc3cccc(O)c3)c3ccccc23)cc1	1.0	2.5	3.8	-0.5	-8.0	-11.4	-16.8	88.3	10.0	-2.0	-11.7
COC(C[C@H](O)C[C@H](O)[C@H](C)OCc1ccccc1)OC	-0.1	-5.0	5.0	0.9	1.6	19.0	-11.2	99.3	24.7	0.4	5.1
Cc1nnc(SCC(=O)Nc2nc(-c3ccc(F)cc3)cs2)[nH]c1=O	-0.3	-13.3	0.9	2.3	-19.3	-19.7	-11.0	96.9	-0.6	4.3	-1.8
Cc1ccc(C[n+]2cc(-c3ccc(Cl)cc3)n3c2CCC3)cc1	0.5	·	1.5	·	12.3	2.3	-5.7	100.4	2.3	0.3	·
Cc1cc(NC(=O)CSc2nc3ccsc3c(=O)n2NC(=O)c2ccccc2)no1	3.0	13.3	0.7	-2.5	-27.1	-6.8	-1.2	93.8	-4.8	1.0	-3.5
O=c1cc(-c2ccc(O)cc2)oc2cc(O)cc(O)c12	-1.8	2.5	0.3	-0.5	-25.9	-9.4	1.1	107.0	-1.7	3.3	-10.2
CC1CCCCN1S(=O)(=O)c1ccc2c(c1)CCN2C(=O)C1CCC1 (stereo not drawn)	-1.9	2.4	0.7	-0.4	22.4	40.1	313.4	89.6	-9.6	2.5	-0.7
CCOC(=O)C1(C)C=C(Nc2ccc(C)cc2)C(=O)N1c1ccc(C)cc1 (stereo not drawn)	-0.7	9.6	-0.6	-1.8	0.4	-0.6	194.5	85.7	-5.6	4.1	-1.5
CCc1ccc(C(=O)COC(=O)c2ccc(Cl)nc2)cc1	-0.3	·	4.2	·	-6.3	0.6	8.6	102.9	-3.5	3.3	·
CCCC(=O)Nc1c(-c2ccc(C)cc2)c(=O)c2ccccc2n1C	·	7.5	·	-1.6	-10.9	-1.3	-5.3	103.4	-4.1	0.2	-2.7
CCN(CC)c1ccc(/C=N/N2CCN(c3ccccn3)CC2)cc1	-1.0	11.9	-0.8	-2.4	-27.1	-2.8	1.5	·	-2.4	0.0	-3.8
C=CCn1c(SCC(=O)NCC2CCCO2)nc2sc(C)c(C)c2c1=O (stereo not drawn)	0.7	17.9	1.1	-3.3	-11.4	-6.5	361.5	115.5	-1.3	-0.6	-6.9
CN(CC(=O)Nc1ccc(C#N)cc1)CC(=O)Nc1ccc(N2CCOCC2)cc1	-2.2	-0.6	0.6	0.1	-11.2	-9.7	-8.6	94.3	9.2	0.6	4.2
CC(C)C(=O)Nc1ccc(-c2nc3cccnc3o2)cc1	-0.6	0.6	1.1	-0.1	-16.4	31.0	665.8*	·	-0.8	3.6	-1.4
COc1nc(Nc2ccc3c(c2)OCO3)nc(OC)n1	0.5	8.7	1.2	-1.5	5.6	11.2	-16.2	95.5	-4.3	2.2	-2.5
Cc1oc(-c2cccc(F)c2)nc1CN(Cc1ccccc1)C[C@@H]1CCC(=O)N1	-1.5	-133.7	-1.7	28.7*	-16.8	9.0	-12.3	103.6	-6.2	4.5	-8.6
